Growth percent in the NCI-60 one-dose screen (48 h, 10 µM unless noted): 100 = growth as untreated, 0 = no growth, -100 = all killed.
OVCAR-3: OVCAR-3 ovarian cancer | hit rate 7% among 79,000
OVCAR-8: OVCAR-8 ovarian cancer; AID 1794782; hit rate 4.4% among 81,000
NCI-H226: NCI-H226 lung cancer; hit rate 3.5% among 79,000; AID 1794732
NCI-H460: NCI-H460 lung cancer; AID 1794736; hit rate 6.8% among 82,000
NCI-H322M: NCI-H322M lung cancer; hit rate 2.7% among 80,000
NCI-H522: NCI-H522 lung cancer. hit rate 8% among 78,000. AID 1794739
NCI/ADR-RES: NCI/ADR-RES ovarian cells | hit rate 4.4% among 81,000 | AID 1794790
OVCAR-5: OVCAR-5 ovarian cancer; hit rate 2.9% among 82,000
NCI-H23: NCI-H23 lung cancer. hit rate 4% among 80,000. AID 1794731
* hit, by the source's call; . = not tested or not shown; & = joins results of further samples; ! = repeats disagree; [ ] = dose if it differs, or a comment. The calls were made as follows: active = growth percent below 10; inactive = the rest.

canonical_smiles	OVCAR-3	OVCAR-8	NCI-H226	NCI-H460	NCI-H322M	NCI-H522	NCI/ADR-RES	OVCAR-5	NCI-H23
C=CCOC(=O)C1CCC2OC2C1 (centres undefined)	110	99	105	107	103	.	116	107	113
COc1cc(-c2nn(C(C)(C)C)cc2-c2ccnc(NCCCNS(=O)(=O)c3ccc(Cl)cc3)n2)ccc1F	82	75	72	74	94	73	47	121	70
Cn1cc(C(Nc2nc(-c3ccccc3)cs2)c2ccc(Br)cc2)c2ccccc21 (centres undefined)	89	.	97	98	100	80	90	92	88
COc1ccc(/C=C/C(=O)c2ccc(Nc3ccnc4cc(Cl)ccc34)cc2)cc1	118	98	123	101	131	73	84	89	76
Cc1cc(=O)n(-c2nc(-c3ccco3)c(C#N)c(=O)[nH]2)[nH]1	101	101	105	117	92	85	103	109	91
Nc1ccccc1C(=O)N[C@@H]1CC(=O)c2ccccc2NC1=O	109	98	93	110	93	95	101	98	96
Cc1cccc(C)c1NN	104	100	96	98	93	98	106	103	97
CCOc1ccccc1NC(=O)N/C(N)=N/c1nc2ccccc2s1	-11*	-15*	34	6.5*	36	-40*	-14*	17	13
Cc1ccc(-c2cc(C=C3C(=O)NC(=S)NC3=O)nn2-c2ccccc2)cc1	97	96	93	103	94	94	101	96	93
CC(C)(C)c1ccc(COc2ccc(/C=C3\C(=O)Nc4ccc(Cl)cc43)cc2)cc1	.	98	77	96	99	93	98	100	88
O=C(Nc1ccc(NC(=O)Nc2cc(C(F)(F)F)ccc2Oc2ccc(Cl)c(Cl)c2)cc1)Nc1cc(C(F)(F)F)ccc1Oc1ccc(Cl)c(Cl)c1	109	105	108	116	102	107	104	97	104
CC1=NN(C(=O)c2sc3nnc(-c4ccccc4)c(-c4ccccc4)c3c2O)C(=O)C1	85	87	92	52	.	87	16	117	83
CCOC(=O)[C@@H]1[C@H](c2ccc(OC)cc2)[C@H]([N+](=O)[O-])[C@H](c2cn(-c3ccccc3)nc2C)N1Cc1ccccc1	93	87	78	73	102	96	85	101	94
O=C1/C(=C\c2cccn2CCCCn2c3ccccc3c(=O)c3ccccc32)c2ccccc2N1c1c(Cl)cccc1Cl	118	98	89	104	103	90	101	104	101
COc1cc(-c2nc(SCCC(C)C)nc(Nc3ccccc3Cl)c2C#N)cc(OC)c1OC	105	101	102	98	100	85	101	90	101
CCOC(CCCCCOCc1ccccc1)OCC	109	104	102	108	106	106	102	100	97
O=C(CSc1nnc(-c2ccc3nc(-c4ccc(Cl)cc4)[nH]c3c2)o1)Nc1ccc(Br)cc1	-16*	-44*	-63*	-83*	-41*	-68*	11	39	-83*
O=C(O)c1ccc(-n2cc(CNc3ccc(Br)cc3)c(-c3ccc(C(F)(F)F)cc3)n2)cc1	93	74	99	83	86	87	81	104	79
COS(=O)(=O)CCN(CCOS(C)(=O)=O)S(C)(=O)=O	105	95	100	101	108	78	105	101	105
O=C1/C(=C\c2cccc(OCCCCCOc3ccc(Cl)cc3)c2)N=C2SCCCN12	59	53	60	61	101	33	45	85	35
O=C(Nc1c(Cl)cccc1Cl)Oc1c(Br)cc(Br)cc1Br	103	105	97	100	93	95	108	105	106
CCCC(=O)n1nc(C(=O)OCC)c2ccccc21	119	109	103	109	105	102	100	114	94
Fc1ccc(NC(=S)NN=C(c2ccccc2)c2ccccc2)cc1	110	95	107	111	80	78	112	109	109
COC(=O)CSSCc1ccc([N+](=O)[O-])cc1	97	95	93	102	100	88	102	116	105
COc1ccc(NC(=O)CSc2ccc(-c3ccccc3)nn2)cc1	102	105	78	104	89	87	87	95	89
O=c1cc(-c2ccc(O)cc2)oc2c(O)c(O)c(O)c(O)c12	117	98	98	107	104	92	103	102	102
COC(=O)c1cc(Cl)cc(C(=O)OC)c1	105	111	102	105	112	93	101	101	93
COCC1OC(OC2(COC)OC(COC)C(OC)C2OC)C(OC)C(OC)C1OC (centres undefined)	116	99	100	105	125	.	114	106	104
O=C1Nc2ccc(F)cc2/C1=N/N=C/c1ccccc1F	56	94	88	103	103	76	100	104	94
O=C(CSc1nnc(-c2ccc(-c3nc4ccccc4[nH]3)cc2)o1)Nc1ccccc1	92	31	76	12	84	78	76	86	63
CC(=O)Oc1ccc(C2(c3ccc(OC(C)=O)cc3)C(=O)Nc3ccccc32)cc1	-3.1*	25&27	83&76	104&104	34&33	83&96	-4.2*!	89&103	54&41
COc1cc(OC)cc(C(=O)Nc2cccc(Cn3c(=O)[nH]c4ccc(Oc5ncccn5)cc4c3=O)c2)c1	97[9.25 µM]	112[9.25 µM]	94[9.25 µM]	95[9.25 µM]	93[9.25 µM]	78[9.25 µM]	102[9.25 µM]	97[9.25 µM]	90[9.25 µM]
COc1cccc(-c2nn(-c3ccccc3)cc2-c2ccnc(NCCCNS(=O)(=O)c3ccccc3)c2)c1	41	16	35	32	59	31	21	67	44
O=C1/C(=C/C2C=Nc3ccccc32)SC(c2ccc(Br)cc2)N1n1cnnc1 (centres undefined)	98	95	97	99	91	89	101	95	97
C=CCCCCCCCCC1OC(C)CC(C)O1 (centres undefined)	110	104	89	105	108	72	102	104	91
NC(=O)c1cccc(-n2ccc3cc(NC(=O)c4ccc(Cl)c(C(F)(F)F)c4)ccc32)n1	104	72	69	82	.	72	76	91	87
COC(=O)c1[nH]c(=O)c(C#N)c(C(=O)OC)c1C(=O)/C=C/c1ccccc1	102	93	80	88	88	116	96	111	85
Nc1nc(N)c2[nH]cnc2n1	98	70	102	96	111	51	87	90	89
Cc1ccc(NC(=O)/C=C/c2ccc(OCCCOc3ccc4c(C)cc(=O)oc4c3)cc2)cc1	.	52	57	39	38	52	52	92	75
COc1ccc(-c2nc(SC(C)C)nc(NN)c2C#N)cc1	49	75	89	37	74	63	41	79	68
COc1ccc(Nc2cc(C)nc(N3CCN(c4ccnc5cc(Cl)ccc45)CC3)n2)cc1	6.6*	54	61	18	27	38	.	73	41
CCc1c(C(=O)Nc2nc3ccc(F)cc3s2)nnn1-c1ccccc1F	85	94	89	93	88	84	84	91	88
Cc1nn(-c2ccccc2)c(N2CCCCC2)c1-c1nc2ccccc2[nH]1	90	97	92	96	97	93	90	98	82
CCN1C(=O)N(CC)C2Nn3c(s/c(=C\c4cccc(F)c4)c3=O)=NC21 (centres undefined)	43	77	96	54	97	64	31	87	63
O=c1[nH]n(-c2ccccc2)c2ccccc12	107	106	89	108	106	114	109	105	110

Two consecutive records already listed, quoted:
canonical_smiles	OVCAR-3	OVCAR-8	NCI-H226	NCI-H460	NCI-H322M	NCI-H522	NCI/ADR-RES	OVCAR-5	NCI-H23
CCN1C(=O)N(CC)C2Nn3c(s/c(=C\c4cccc(F)c4)c3=O)=NC21 (centres undefined)	43	77	96	54	97	64	31	87	63
O=c1[nH]n(-c2ccccc2)c2ccccc12	107	106	89	108	106	114	109	105	110

(next part)
canonical_smiles	OVCAR-3	OVCAR-8	NCI-H226	NCI-H460	NCI-H322M	NCI-H522	NCI/ADR-RES	OVCAR-5	NCI-H23
CS(=O)(=O)Nc1cc(-c2ccc3ncc(C#N)c(NCc4cccc(F)c4)c3c2)cnc1Cl	2.5*	8.0*	9.2*	5.9*	13	11	23	16	-1.8*
O=C1c2ccccc2-c2ccc(NC(=O)C(F)(F)F)cc21	101	102	99	107	111	100	105	103	97
CCOc1nc(-c2ccccc2)cc2c(O)c(C(=O)O)[nH]c(=O)c12	101	107	101	102	147	136	61	104	61
CC1=C(c2cc(-c3ccccc3O)c(C#N)c(=O)[nH]2)C(c2ccccc2)NC(=S)N1 (centres undefined)	110	106	96	116	96	97	101	107	100
CCc1cccc(NC(=O)CNc2cc(S(=O)(=O)N(C)C)cc(C)c2C)c1	112	98	77	102	105	.	100	84	81
CC(=O)N1C2=CCCC3CCCCC23c2ccccc21 (centres undefined)	94	103	98	104	98	92	94	103	93
COc1ccc(C(=O)NC2C(O)c3ccccc3N3C(=O)CCC23O)cc1 (centres undefined)	98	101	94	110	95	95	98	103	93
CCCC(C)(O)CCC(C)(O)CCC (centres undefined)	120	104	.	107	102	101	107	110	106

Five structures from above, sorted by molecular weight, low to high.
canonical_smiles	OVCAR-3	OVCAR-8	NCI-H226	NCI-H460	NCI-H322M	NCI-H522	NCI/ADR-RES	OVCAR-5	NCI-H23
CC(=O)N1C2=CCCC3CCCCC23c2ccccc21 (centres undefined)	94	103	98	104	98	92	94	103	93
O=C1c2ccccc2-c2ccc(NC(=O)C(F)(F)F)cc21	101	102	99	107	111	100	105	103	97
CCOc1nc(-c2ccccc2)cc2c(O)c(C(=O)O)[nH]c(=O)c12	101	107	101	102	147	136	61	104	61
COc1ccc(C(=O)NC2C(O)c3ccccc3N3C(=O)CCC23O)cc1 (centres undefined)	98	101	94	110	95	95	98	103	93
CS(=O)(=O)Nc1cc(-c2ccc3ncc(C#N)c(NCc4cccc(F)c4)c3c2)cnc1Cl	2.5*	8.0*	9.2*	5.9*	13	11	23	16	-1.8*

Screening data: PubChem, NCI
